CD11b adhes enh: CD11b/CD18-fibrinogen binding enhancement. P05107+P11215. K562 CD11b/CD18 adhesion to fibrinogen, ATPlite luminescence. activation, % at 10 µM. hit rate 0.07% among 93,000. AID 1499;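 active = 10 µM primary screen giving 50% or more activity, confirmed by 40% or more on retest at that dose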; also: strong numbers were not always called active
PLK1 PBD inh: Plk1 (human) PBD binding inhibition. P53350. Plk1 PBD phosphopeptide binding, fluorescence polarization. inhibition, %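 (tested at about 20 µM)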. hit rate 0.13% among 97,000. AID 693; in the data active = inhibition above about 34%, passing the limit was not always enough
Target sequence (P53350 whole entry, looked up): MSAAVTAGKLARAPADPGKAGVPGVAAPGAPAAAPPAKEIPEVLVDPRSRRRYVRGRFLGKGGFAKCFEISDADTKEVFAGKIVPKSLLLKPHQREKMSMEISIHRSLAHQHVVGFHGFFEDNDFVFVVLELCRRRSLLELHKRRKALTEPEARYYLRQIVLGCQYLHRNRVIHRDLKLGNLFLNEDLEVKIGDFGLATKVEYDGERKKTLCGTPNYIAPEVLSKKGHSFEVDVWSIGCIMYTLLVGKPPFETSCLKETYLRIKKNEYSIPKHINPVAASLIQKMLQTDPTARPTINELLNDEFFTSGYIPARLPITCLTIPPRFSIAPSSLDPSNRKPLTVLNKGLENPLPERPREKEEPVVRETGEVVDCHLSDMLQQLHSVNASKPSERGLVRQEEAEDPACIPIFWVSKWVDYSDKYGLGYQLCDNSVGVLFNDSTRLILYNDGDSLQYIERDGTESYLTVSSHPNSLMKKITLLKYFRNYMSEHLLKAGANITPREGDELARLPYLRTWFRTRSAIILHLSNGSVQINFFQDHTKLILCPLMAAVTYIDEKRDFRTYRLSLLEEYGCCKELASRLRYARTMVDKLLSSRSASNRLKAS
ERa coact pot: enhances coactivator binding to human estrogen receptor alpha; P03372; hit rate 1.3% among 86,000; coactivator binding (% of control), % at 25.6 µM; TR-FRET ERalpha-LBD/SRC-Cy5 coactivator binding, 2 h; 100 = basal binding, no effect; in the data active = activity above about 200%;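 also: binding measured in presence of low estradiol as agonist stimulus; 0% = peptide alone without receptor and 100% = receptor with peptide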
PLK1 kinase inh: PLK1 (human) kinase inhibition; P53350; inhibition, % at 10 µM; recombinant PLK1 kinase, TR-FRET peptide phosphorylation; AID 619; hit rate 0.53% among 97,000;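 active = inhibition of 50% or more in the single-concentration screen; inactive = inhibition below 50%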;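 also: 0% = DMSO max control and 100% = H-89 dihydrochloride min control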
ERa SRC1 inh: blocks coactivator binding to human estrogen receptor alpha. P03372. TR-FRET ER-alpha LBD / SRC-1 peptide, estradiol-bound. inhibition, % at 25.6 µM. hit rate 1.7% among 86,000. AID 629; in the data active = inhibition above about 50%;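 also: 0% = receptor plus peptide control and 100% = peptide only without receptor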
Rev-RRE block: HIV Rev-RRE protein-RNA interaction inhibition; P05866; Rev peptide-RRE RNA binding, FRET; inhibition, % at 8 µM; hit rate 0.79% among 97,000;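 active = inhibition above the screen-wide mean plus 3 SD, cut at about 35% in these data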;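 also: 0% = median DMSO wells and 100% = median Neomycin B control wells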
Target sequence (P05866 whole entry, looked up): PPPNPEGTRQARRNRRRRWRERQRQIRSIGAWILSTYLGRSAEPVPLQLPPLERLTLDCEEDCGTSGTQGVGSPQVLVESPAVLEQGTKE
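Assay system: Rev peptide and RRE RNA, both fluorescently labelled; times: 5 min preincubation and 15 min binding, 25 °C; detection: FRET, ex 480 nm, em 540 and 671 nm; read-out basis: % inhibition from 671/540 nm acceptor-to-donor ratio, scaled between controls; benchmarks: DMSO low control, neomycin B high control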
ERb SRC1 inh: blocks coactivator binding to human estrogen receptor beta. Q92731. TR-FRET ER-beta LBD / SRC1-Cy5 peptide binding; receptor agonist-loaded with 1 µM estradiol. inhibition, % at 25.6 µM. hit rate 1.3% among 86,000;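 active = compounds whose percent inhibition of the receptor-coactivator binding signal exceeds about 50% in the single-dose screen, limit read from the data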;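 also: 0% = receptor plus peptide wells without compound and 100% = peptide-only wells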
FAK blocker: blocks human focal adhesion kinase activity | Q05397 | biochemical FAK kinase activity assay | inhibition, %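 (tested at 7 µM)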 | hit rate 0.84% among 97,000; in the data active = inhibition above about 19%;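 also: 0% = DMSO and 100% = reference compound high control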
Mac1 fbg inh: CD11b/CD18-fibrinogen binding inhibition; AID 1497; K562 CD11b/CD18 adhesion to fibrinogen, ATPlite luminescence; Mn2+ added to activate the integrin; hit rate 0.54% among 93,000; inhibition, % at 10 µM; P05107+P11215;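 active = primary inhibition of 50% or more at 10 µM, then 40% or more on retest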; also: some results filed as inactive read as strong as hits
Numbers without * were called inactive; nt = not tested or not shown; [ ] = another dose, or the depositor's remark.

SMILES	CD11b adhes enh	PLK1 PBD inh	ERa coact pot	PLK1 kinase inh	ERa SRC1 inh	Rev-RRE block	ERb SRC1 inh	FAK blocker	Mac1 fbg inh
COc1ccccc1CSc1nc2ccccc2[nH]1	4	-10	nt	-4	nt	6	nt	2	-29
CCOc1ccc(NC(=O)N(C2CCCCC2)C2CCN(C(C)=O)CC2)cc1	nt	-5	nt	-7	nt	4	nt	3	nt
Cn1c(Cc2ccccc2)nnc1SCC(=O)N1CCCCC1	nt	17	94	-10	15	2	20[fluorescence artefact?]	4	nt
CS(=O)(=O)N1CCN(c2nc(-c3ccc(F)cc3)cs2)CC1	nt	-7	109[fluorescence artefact?]	24	-3	2	-3	-3	nt
Cc1cccc(CSCc2nnc(N)s2)c1	-5	-12	nt	-12	nt	3	nt	2	8
COc1ccc(N=Cc2c[nH][nH]c2=O)cc1	-1	25	nt	-7	nt	2	nt	3	-11
CCOC(=O)c1ccc(COC(=O)c2ccc(-c3nnc(-c4ccccc4)o3)cc2)o1	nt	13	117	-13	-9	2	-7[fluorescence artefact?]	1	nt
COc1cccc(C(=O)CN(C(=O)c2ccc(Cl)c(Cl)c2)N2C(=O)C3CCCCC3C2=O)c1 (stereo not drawn)	2	-6	108	-8	-1	14	-11	-1	-11
COC(=O)CSc1nnc(-c2ccccn2)n1Cc1ccco1	nt	-2	117	-9	-15	2	6	4	nt
O=C1C2CCCN2C(c2ccccc2)N1c1ccc(Cl)cc1 (stereo not drawn)	nt	-27	100[fluorescence artefact?]	-9	-6	8	-10	-11	nt
CCN(CC)CCN1C(=O)C(O)=C(C(=O)c2cccs2)C1c1ccc(C)o1 (stereo not drawn)	-4	1	121	-11	-2	4	2	1	-28
COc1ccc2c(C(=O)CN3CCN(c4ccccc4)CC3)c[nH]c2c1	-3	-13	92	-10	-2	19	-6	0	-4
CCN(CC)CCSc1nc(O)c(-c2ccccc2)c(=O)[nH]1	-1	nt	123	nt	-9	nt	3[fluorescence artefact?]	nt	-13
COc1ccc(-n2nnnc2SCC(=O)Nc2ccccc2)cc1	nt	-1	112	11	-12	5	-21[fluorescence artefact?]	2	nt
CCOC(=O)c1cc(C)n(Cc2cccc(OC)c2OC)c1C	-3	-27	82	-8	-2	1	6	-1	56*
O=C1CC(c2ccccc2)CN1S(=O)(=O)c1ccccc1 (stereo not drawn)	1	12	106	-7	4	-1	-10	-3	-14
Cc1nc2ccccc2c(=O)n1NCc1cccs1	nt	9	101	-9	-3	8	-2	6	nt
CC(=Nc1ccc(C)cc1)c1sc2ccccc2c1O	1	-59	102[fluorescence artefact?]	-6	-7	44*	-10	2	19
CCN(CC)S(=O)(=O)c1cc(C(=O)Nc2ccccc2C(=O)O)ccc1OC	nt	-1	150[fluorescence artefact?]	-6	-3	1	-5	0	nt
COc1ccc(CCNC(=O)Cn2cnc3c(cnn3-c3ccccc3Cl)c2=O)cc1OC	-2	-27	114	-4	-6	-2	-1	2	-18

Reprinted at random: six compounds from above.
SMILES	CD11b adhes enh	PLK1 PBD inh	ERa coact pot	PLK1 kinase inh	ERa SRC1 inh	Rev-RRE block	ERb SRC1 inh	FAK blocker	Mac1 fbg inh
CC(=Nc1ccc(C)cc1)c1sc2ccccc2c1O	1	-59	102[fluorescence artefact?]	-6	-7	44*	-10	2	19
CCN(CC)CCN1C(=O)C(O)=C(C(=O)c2cccs2)C1c1ccc(C)o1 (stereo not drawn)	-4	1	121	-11	-2	4	2	1	-28
COc1cccc(C(=O)CN(C(=O)c2ccc(Cl)c(Cl)c2)N2C(=O)C3CCCCC3C2=O)c1 (stereo not drawn)	2	-6	108	-8	-1	14	-11	-1	-11
CS(=O)(=O)N1CCN(c2nc(-c3ccc(F)cc3)cs2)CC1	nt	-7	109[fluorescence artefact?]	24	-3	2	-3	-3	nt
COc1ccc2c(C(=O)CN3CCN(c4ccccc4)CC3)c[nH]c2c1	-3	-13	92	-10	-2	19	-6	0	-4
CCOC(=O)c1cc(C)n(Cc2cccc(OC)c2OC)c1C	-3	-27	82	-8	-2	1	6	-1	56*

The results go on.
SMILES	CD11b adhes enh	PLK1 PBD inh	ERa coact pot	PLK1 kinase inh	ERa SRC1 inh	Rev-RRE block	ERb SRC1 inh	FAK blocker	Mac1 fbg inh
Cc1cc(C)c(NC(=O)C(C)c2cccc(C(=O)c3ccccc3)c2)c(C)c1 (stereo not drawn)	nt	13	nt	-5	nt	16	nt	5	nt
CCn1c(SCC(=O)NCc2ccc(F)cc2)nc2c(c1=O)SC(C)C2 (stereo not drawn)	4	nt	119	nt	-3	nt	-5	nt	-4
COC(=O)c1[nH]c2cc(OC)ccc2c1NC(=O)CCN1CCSCC1	nt	17	89	-10	7	0	-8	-2	nt
Cc1cc(OC(=O)c2ccco2)c2c(C)cc(=O)oc2c1	0	-18	272*	4	6	3	5[fluorescence artefact?]	5	1
COc1ccc(C(=O)CCC(=O)N2CCN(c3ccc(N4CCOCC4)nn3)CC2)cc1	1	5	96[fluorescence artefact?]	-6	-8	-2	-2	0	-12
C=CCN(C(=O)c1ccccc1)c1ccc(OC)cc1	-3	12	114	-8	-10	0	-11	-2	-4
CSc1ccccc1NC(=O)Nc1cccc(Cl)c1Cl	-2	-5	99	2	0	6	3	3	4
COc1cccc(C(=O)NCCC2=CCCCC2)c1	-3	-12	107	1	6	1	-6	-2	-2
CC(=O)Nc1cccc(NC(=O)CSc2nnc(Cc3cccn3C)n2-c2ccc(F)cc2)c1	5	-28	nt	10	nt	0	nt	-2	-16
COc1ccc(NC(=O)Cn2nc(C(F)(F)F)c3c2CCCC3)c(OC)c1	1	1	94	-12	-3	9	6	1	-40
Cc1cccc(N2CCN(C(=O)CCCn3c(=S)[nH]c4cc5c(cc4c3=O)OCO5)CC2)c1C	17	-12	186	-27	11	-6	14[fluorescence artefact?]	-1	8
CC1=CN2C(=NC(=O)CC2(C)C(=O)N(CC(=O)NC2CCCC2)c2ccccc2C)C=C1 (stereo not drawn)	nt	8	102	-14	-11	0	-11	-2	nt
COc1ccccc1NC(=O)Cc1noc(CSc2cccc[n+]2[O-])n1	-3	-38	nt	18	nt	10	nt	0	-3
CCOc1ccc(N(CC(N)=O)S(=O)(=O)c2ccc(F)cc2)cc1	3	-21	105	-14	-18	-3	-11	1	8
Cc1nnc(SCC(=O)Nc2ccccc2NC(=O)CSc2nnc(C)s2)s1	0	-1	105[fluorescence artefact?]	7	-4	5	-3	-6	-9
CCOC(=O)CNC(=O)COc1ccc(Cl)cc1Br	8	-1	99	-11	-21	-5	-19[fluorescence artefact?]	0	-4
CC1CCCCN1C(=O)CN1C(=O)CN(C)C(=O)c2ccccc21 (stereo not drawn)	-1	14	101	-3	3	7	3	-1	-4
CCOC(=O)N1CCC(Nc2c(NCCCN(CC)c3cccc(C)c3)c(=O)c2=O)CC1	0	12	93	-17	0	-3	-4	3	-4
COCCCn1c2nc3ccccc3nc2c2c(=O)n(Cc3cccs3)cnc21	-2	-2	98	-9	-5	0	-10	-2	-10
CN1C(C)(C)CC(NC(=O)CCC(=O)NC2CC(C)(C)N(C)C(C)(C)C2)CC1(C)C	nt	-10	118	-14	-11	6	-15	2	nt
O=C(Cn1cnc2c(nnn2-c2ccccc2)c1=O)NCc1ccco1	-2	5	nt	-15	nt	9	nt	4	8
Cc1csc(SCC(=O)Nc2sc3c(c2C#N)CCC3)n1	-4	16	54[fluorescence artefact?]	-3	20	16	27	11	-4
Cc1ccc(NCc2nnc(SCC#N)o2)c(C)c1	nt	6	108	-4	-17	-4	-6	0	nt
CN(CC(=O)O/N=C(\N)c1ccc([N+](=O)[O-])cc1)S(=O)(=O)c1ccccc1	-2	-9	93[fluorescence artefact?]	-3	-1	8	-4	2	2
Cc1cc(NC2CCCCC2)nc(N2CCOCC2)n1	-4	13	110	-8	-30	3	-33	3	2
COc1ccc(Nc2ncnc3c2cnn3Cc2ccc(C)cc2)cc1	-3	3	113	0	1	14	2	-2	-2
COc1ccc(OC)c(NC(=O)C(=O)N/N=C/c2ccccc2[N+](=O)[O-])c1	nt	1	nt	-6	nt	-5	nt	-6	nt
C=CCn1c(=O)c2c(nc3n2CC(C)CN3c2cccc(OC)c2)n(C)c1=O (stereo not drawn)	-2	15	79[fluorescence artefact?]	-9	-3[fluorescence artefact?]	3	4[fluorescence artefact?]	2	-10
CCn1c2ccccc2c2cc(NC(=O)Cc3ccc(S(=O)(=O)N4CCOCC4)s3)ccc21	110	13	91[fluorescence artefact?]	-9	1	2	23	10	-6
O=S1(=O)N=C(Nc2ccc(S(=O)(=O)N3CCCCC3)cc2)c2ccccc21	4	nt	176[fluorescence artefact?]	nt	41[fluorescence artefact?]	nt	26[fluorescence artefact?]	nt	0
CCN(CC)C(=O)COc1ccc(CC(=O)O)cc1OC	0	-7	118	-7	-9	11	-8	-4	-3
S=C(NCc1ccco1)N1CCN(Cc2ccc(Cl)cc2Cl)CC1	nt	14	nt	-6	nt	-2	nt	-3	nt
CCCOc1ccc(Br)cc1/C=N/O	-2	-15	114	2	-2	2	-8	11	1
CC1CCN(S(=O)(=O)c2ccc3[nH]c(=O)cc(C(=O)O)c3c2)CC1	4	8	127	-3	4	12	-21	1	-12
COC(=O)CC(NS(=O)(=O)c1cccs1)c1ccccc1Cl (stereo not drawn)	1	24	nt	-14	nt	2	nt	2	1
CC(N=Cc1cccc(O)c1O)c1ccccc1 (stereo not drawn)	2	nt	84[fluorescence artefact?]	nt	17[fluorescence artefact?]	nt	58*[fluorescence artefact?]	nt	-30
CC1(C)CC(NC(=O)C(F)(F)F)CC(C)(C)N1OC(=O)c1ccco1	-1	nt	98	nt	1	nt	-11	nt	-1
COc1cccc(N2CC(C(=O)Nc3ccc(C(=O)OC(C)C)cc3)CC2=O)c1 (stereo not drawn)	-3	22	86	-8	3	13	6	-1	1
[N-]=[N+]=CC(=O)CCCN1C(=O)c2ccccc2C1=O	0	25	124	-9	4[fluorescence artefact?]	0	-6[fluorescence artefact?]	-5	1
CCC(=O)NC(Nc1cccc(C)n1)(C(F)(F)F)C(F)(F)F	8	-3	103	-9	6[fluorescence artefact?]	10	3[fluorescence artefact?]	-3	-12
COc1ccc(N=C2SCC(=O)N2c2ccc(OC)cc2)cc1	0	-9	115	9	-1	3	-8	-1	18
Cn1c(=O)n(CC(=O)O)c(=O)c2c1nc1n2CCS1	3	-1	87	-1	-5	3	9	2	-2
O=C(Cn1[nH]c(=O)c2ccccc2c1=O)OCC(=O)N(Cc1ccccc1)Cc1ccccc1	0	-9	95	-10	0	6	2	3	-18
CCOC(=O)c1c(NC(=O)C2CCN(S(=O)(=O)c3cccs3)CC2)sc(C)c1C	-1	7	122	-20	-4[fluorescence artefact?]	15	0	-1	-3
C=CCNC(=S)N/N=C/c1ccc(-c2cc(Cl)ccc2Cl)o1	nt	-27	nt	-18	nt	1	nt	-4	nt
Cc1c(C(=O)NCc2ccccn2)sc2nc(-c3ccc(F)cc3)cn12	3	0	106	-6	-12	8	-8	0	-23
COc1ccccc1-c1nc(-c2ccc(C)nc2OC)no1	2	-13	76	-10	-1	16	4	4	-14
C/C(=N\O)C(=O)NCCCn1ccnc1	7	nt	107	nt	-5[fluorescence artefact?]	nt	1	nt	-8
COCCNC(=O)c1cc(Br)ccc1Cl	-2	-13	111[fluorescence artefact?]	-18	-8	5	-10	-3	-11
CCOc1ccc2nc(Cl)c(/C=C/C(=O)c3ccco3)cc2c1	1	-8	95	-4	28	4	13	5	5
